Assay outcomes as filed in PubChem.
HEK cytotox = cytotoxic compounds in HEK 293 cells | Potency, µM (series often up to 115 µM), for inactives: top-dose activity change, negative = cytotoxicity, actives largely listed as inhibitors | HEK 293 viability, ATP luminescence (CellTiter-Glo), 48-72 h | actives 6.6% (n = 94,000); note: potency is the fitted concentration of half-maximal effect; nearly all actives have a fitted effect of over 60% in size
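250 HEK 293 cells/well; compound by pintool; incubated 48 or 72 hr at 37 degree Celsius; CellTiter-Glo added, 10 min RT, luminescence imaged.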
SNCA viab count = reduces viability of HEK-293 SNCA reporter cells. HEK-293-SNCA-luc viability, GF-AFC fluorescence, 24 h. actives 0.12% (n = 150,000). AID 1671193. Potency, µM (doses to about 57.1 µM), for the others: at the top dose activity change, negative = cytotoxicity, actives largely listed as cytotoxic;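 note: potency is the fitted concentration of half-maximal effect; 0% = DMSO-treated cells and -100% = medium-only wells without cells; nearly all actives have a fitted effect of over 30% in size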
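Cytotoxicity counterscreen: after 24 h compound treatment of genome-edited SNCA-luciferase HEK-293 cells, live-cell protease substrate GF-AFC read by fluorescence after 30 min; activity scaled between DMSO (0%) and medium-only (-100%), curves Hill-fitted.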
SNCA expr inh = reduces expression of the alpha-synuclein gene; HEK-293 SNCA-luciferase knock-in, luminescence, 24 h; Potency, µM (top dose mostly 57.2 µM), for the others: at the highest dose activity change, negative = inhibition, actives largely listed as inhibitors; actives 0.17% (n = 140,000); AID 1671194;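 note: potency is the fitted concentration of half-maximal effect; plate controls were DMSO cells for no effect and cell-free wells for full effect; nearly all actives have a fitted effect of over 45% in size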
IP6K1 inh = IP6K1 kinase inhibition; Q92551; IP6K1 kinase, ADP-Glo luminescence, 2 h; hits give low values; activity change, % (series mostly up to about 58 µM); actives 0.81% (n = 140,000); AID 1645851; in the data active = activity change below about -25%
Target sequence (Q92551 whole entry, looked up): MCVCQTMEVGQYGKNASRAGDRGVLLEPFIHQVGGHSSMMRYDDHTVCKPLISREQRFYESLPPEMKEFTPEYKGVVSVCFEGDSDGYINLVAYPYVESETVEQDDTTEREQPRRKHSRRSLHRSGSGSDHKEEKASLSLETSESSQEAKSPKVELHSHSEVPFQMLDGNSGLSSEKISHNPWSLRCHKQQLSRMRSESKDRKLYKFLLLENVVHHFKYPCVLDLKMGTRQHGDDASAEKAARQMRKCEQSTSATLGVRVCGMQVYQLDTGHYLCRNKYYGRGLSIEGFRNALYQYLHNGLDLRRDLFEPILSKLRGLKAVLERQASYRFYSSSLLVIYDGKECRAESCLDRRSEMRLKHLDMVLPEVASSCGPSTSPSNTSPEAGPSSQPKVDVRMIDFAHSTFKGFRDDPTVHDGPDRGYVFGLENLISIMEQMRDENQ
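ADP-Glo luminescence measures ADP made by human IP6K1 during a 2 h RT reaction with ATP/IP6 (mix at 1.3 mM/130 uM); top library doses 57.5 and 19.1 uM final.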
GPT2 inhibitor = GPT2 alanine aminotransferase inhibition; Q8TD30; Recombinant GPT2, coupled pyruvate oxidase/HRP Amplex Red fluorescence; Potency, µM (series often up to 57.7 µM), for inactives: at the highest dose activity change, negative = inhibition, most hits filed as inhibitors; actives 0.25% (n = 100,000); AID 1671188; note: potency is the fitted concentration of half-maximal effect; nearly all actives have a fitted effect of over 60% in size; many of its hits are not listed in these tables
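Fluorescence read-out: pyruvate from GPT2 turnover coupled to pyruvate oxidase, HRP and Amplex Red (0.2mM ThPP, 0.2U/mL PO and HRP, 50uM Amplex final). Substrates 250uM a-KG, 2mM L-alanine; enzyme 10ng/uL; 30 min RT.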
FLuc inh = Photinus pyralis luciferase inhibition; P08659; purified P. pyralis luciferase, luminescence, biochemical; Potency, µM (doses to about 115 µM), inactives show top-dose activity change, negative = inhibition, usual class: inhibitors; actives 2.5% (n = 76,000); AID 1347043; note: potency is the fitted concentration of half-maximal effect; nearly all actives have a fitted effect of over 65% in size
Target sequence (P08659 whole entry, looked up): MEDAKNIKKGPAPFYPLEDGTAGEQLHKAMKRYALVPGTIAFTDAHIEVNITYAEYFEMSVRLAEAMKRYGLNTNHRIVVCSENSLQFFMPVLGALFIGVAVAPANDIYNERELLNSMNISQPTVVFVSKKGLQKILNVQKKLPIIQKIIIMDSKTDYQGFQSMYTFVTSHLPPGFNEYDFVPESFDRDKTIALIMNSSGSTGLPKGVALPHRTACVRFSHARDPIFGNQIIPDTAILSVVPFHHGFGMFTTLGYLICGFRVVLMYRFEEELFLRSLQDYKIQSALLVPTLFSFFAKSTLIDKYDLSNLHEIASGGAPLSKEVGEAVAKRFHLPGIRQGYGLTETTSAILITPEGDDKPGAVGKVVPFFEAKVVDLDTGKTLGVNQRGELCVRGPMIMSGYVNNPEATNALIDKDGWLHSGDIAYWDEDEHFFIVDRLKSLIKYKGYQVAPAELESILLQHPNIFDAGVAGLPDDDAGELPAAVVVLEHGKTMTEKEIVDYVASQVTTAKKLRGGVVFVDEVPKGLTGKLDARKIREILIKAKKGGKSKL
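Inhibitors were tested against purified firefly luciferase in a biochemical, low-substrate format (both substrates at 10uM) and luminescence measured with a CCD imager.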
3T3 cytotox = NIH 3T3 cell cytotoxicity; NIH 3T3 viability, CellTiter-Glo ATP luminescence, 48-72 h; Potency, µM (doses to about 96.7 µM), for inactives: at the top dose activity change, negative = cytotoxicity, usual class: inhibitors; actives 4.3% (n = 94,000); AID 1345082; note: potency is the fitted concentration of half-maximal effect; nearly all actives have a fitted effect of over 55% in size
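ATP-dependent luminescence (CellTiter-Glo) served as the viability signal for NIH 3T3 cells treated with compound for 48 or 72 hr at 37 °C.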
An asterisk follows results filed as active; i = inactive; ? = inconclusive; nt = no result given; [ ] = dose if it differs, or a comment. Unless noted, calls come from the whole dose curve; as a rule, active = well fitted curve in the direction sought with a large enough effect; inconclusive = small, poorly fitted or top-dose-only effect, or another doubt; inactive = no such curve, though single readings can be large; an effect the other way counts as inactive or inconclusive. Unless noted, % is set by controls: 0 for no effect and ±100 for the full control effect. The list is partial. The share of hits here may be higher or lower than overall.

Values run as follows: SNCA expr inh | 3T3 cytotox | GPT2 inhibitor | IP6K1 inh | SNCA viab count | HEK cytotox | FLuc inh
CN(CC1(C)CCOCC1)C(=O)c1ccc(F)c(Cl)c1
 : -1% | 3% | i | 6 | 5% | -5% | -3%
O=C(c1cc(C2CC2)nc2c1c(C1CCCN1)nn2-c1ccccc1)N1CCOCC1 (stereo unspecified)
 : ? | ? | i | 1 | -5% | ? | nt
COCCNC(=O)C[C@@H]1C[C@H]2O[C@H](CNCc3ncccc3C)[C@@H](O)[C@H]2O1
 : ? | -1%[174 µM] | -17%[88.5 µM] | 18 | -5%[87.6 µM] | -3%[172 µM] | 1%[172 µM]
Cc1ccc2c(c1)c1c(c(=O)n(-c3ccccc3)c(=O)n1Cc1ccccc1C)n2C
 : 20% | nt | nt | 21 | 3% | nt | nt
Cc1nc2nc(SCC(=O)Nc3cccc(Cl)c3)nn2c(C)c1Cc1ccccc1
 : -6% | nt | nt | 1 | -2% | nt | nt
Cc1ccc(OCc2cc(=O)n3ccsc3n2)c(NC(=O)c2ccco2)c1
 : 6% | nt | nt | -2 | -5% | nt | nt
COc1ccc(N(C)C(=O)CCS(=O)(=O)c2cccc3nsnc23)cc1
 : ? | nt | nt | 11 | 8% | nt | nt
CCCCOC(=O)c1c(N)n(-c2ccc(OC)cc2OC)c2nc3ccccc3nc12
 : 3% | nt | nt | 5 | -11% | nt | nt
CC(C)c1ccc(C(=O)N2CCC(N3C(=O)CCC3C(=O)NCc3ccccc3)CC2)cc1 (stereo unspecified)
 : -16% | -12% | 2% | -3 | 7% | -5% | -8%
CCc1ccccc1N(CC)C(=O)C1CCN(c2ncnc3c2nc2n3CCCCC2)CC1
 : -1% | nt | nt | 0 | -4% | nt | nt
COc1cc(-c2nnc(SCC(=O)Oc3ccccc3)o2)cc(OC)c1OC
 : -5% | nt | nt | 6 | 9% | nt | nt
COc1ccc(C(CNC(=O)c2ccc(C)cc2)N2CCOCC2)cc1 (stereo unspecified)
 : -11% | nt | nt | 15 | -6% | nt | nt
CCc1ccc(C2=CC(c3cccc(C)c3)n3c(nc4ccccc43)N2)cc1 (stereo unspecified)
 : ? | nt | nt | -20 | 12% | nt | nt
COc1cc(CNC(=O)c2ccc3c(c2)N(C(=O)c2ccc(F)cc2)CC3)cc(OC)c1
 : ? | ? | 3% | -3 | ? | ? | -9%
CC1Oc2ccc(NC(=O)c3ccc4c(c3)OCO4)cc2CN(Cc2ccccc2)C1=O (stereo unspecified)
 : -19% | ? | i | 0 | -26% | 20µM* | -16%
Cc1ccc(CNS(=O)(=O)c2ccc3[nH]c4c(c3c2)CCCC4)cc1
 : 36%[activator] | nt | nt | 15 | -1% | nt | nt
O=C(C[C@H]1NC(=O)c2ccccc2NC1=O)Nc1ncn[nH]1
 : 3% | i | i | 1 | 5% | 8% | 4%
O=C1NCCCN1C1CCN(Cc2ccccc2)CC1
 : -12%[87.6 µM] | -20%[138 µM] | -27%[88.5 µM] | 6 | ? | 0%[172 µM] | -10%[172 µM]
COc1ccc(Cn2c(C3CCN(C(=O)c4ccc(C)c(F)c4)CC3)n[nH]c2=O)cc1
 : ? | -10% | i | 0 | 8% | -7% | -4%
O=C(c1ccc(C(F)(F)F)cc1)N1CCC2(CC1)CC(O)CCO2 (stereo unspecified)
 : -5% | i | -11% | 24 | 4% | i | -2%
COc1ccc(C(=O)NC2CCN(Cc3cccc(-c4cccc(C)c4)c3)CC2)cc1
 : ? | ? | 2% | -10 | -17% | 35µM* | nt
CCc1ccccc1Nc1cc(C(=O)NCc2ccc(C)cc2)c2ccccc2n1
 : -6% | nt | nt | 0 | -4% | nt | nt
O=C(NCc1ccc(F)cc1)C1CCN(Cc2ccccc2-c2cccnc2)CC1
 : 1% | -17% | i | 6 | 3%[12.5 µM] | -30% | nt
Cn1ccc2c(C(=O)NCc3cccnc3)nc(-c3ccncc3)cc21
 : 37%[activator][87.6 µM] | ? | ? | 22 | 7%[87.6 µM] | ? | ?
Cc1cc(C)c(CNC(=O)c2cc(-c3ccccc3)cc3c2OCCN3C(C)C)c(=O)[nH]1
 : ? | 22µM* | -18%[88.5 µM] | -15 | ? | 32µM* | -7%[172 µM]
COc1ccc(N2CCN(C(=O)c3cc4c(-c5ccccc5F)nn(C)c4s3)CC2)cc1
 : -19% | nt | nt | -2 | -1% | nt | nt
CC(C)N(Cc1ccccc1)C(=O)CN1C(=O)COc2ccc(S(=O)(=O)N3CCCCCC3)cc21
 : ? | nt | nt | 11 | ? | nt | nt
CCCNC(=O)N1CCC2(CCCN(Cc3cccc(F)c3F)C2=O)C1 (stereo unspecified)
 : -7% | i | -10% | 0 | 6% | i | -3%
O=C(NCc1cccnc1)C1CCCN(Cc2cccc(-c3ccc(F)cc3F)c2)C1 (stereo unspecified)
 : 16% | ? | i | -13 | -10% | ? | nt
O=C(O)CC1(CC(=O)N2CC[C@H]3NC(=O)N(c4ccc(Oc5ccccc5)cc4)C(=O)[C@H]32)CCCC1
 : 101%[activator] | i | -34% | 12 | 11% | i | -3%
CCc1ccc(S(=O)(=O)N2CC(F)(F)C[C@H]2c2nnc(C)o2)cc1
 : -8% | i | i | 0 | 10% | -8% | 0%
COc1cccc(C2c3c(-c4ccccc4O)n[nH]c3C(=O)N2CCc2ccc(OC)c(OC)c2)c1 (stereo unspecified)
 : -26% | nt | nt | 10 | ? | nt | nt
CCOc1ccc2nc(N(Cc3cccnc3)C(C)=O)sc2c1
 : 52%[activator] | nt | nt | -3 | -6% | nt | nt
c1csc(CN2Cc3[nH]cnc3C[C@H]2c2nc(-c3ccc4ccccc4c3)no2)c1
 : ? | ? | 2%[88.5 µM] | 33 | 3%[87.6 µM] | 50µM* | 2%[172 µM]
COc1cccc(Cn2c(-c3nonc3NC(C)=O)nc3ccccc32)c1
 : 68%[activator] | nt | nt | 21 | ? | nt | nt
CCOc1ccc(C2CC(=O)N(c3cccc(F)c3)C3=C2C(=O)OC3)cc1 (stereo unspecified)
 : -26% | nt | nt | 0 | -1% | nt | nt
CCCOc1ccc(Oc2nc(NC)nc(N3CCOCC3)n2)nn1
 : 32%[activator] | nt | nt | -13 | 14% | nt | nt
COc1cccc(C(=O)NC2CCN(C(=O)c3ccc(-c4ncccc4C#N)cc3)CC2)c1
 : -12% | ? | -6% | 5 | -12%[12.5 µM] | ? | nt
C[S+](=O)([O-])NCc1nnc2n1C(C(=O)NCc1ccc(Cl)cc1)CC2 (stereo unspecified)
 : -2% | -18% | 2% | -1 | 15% | -3% | nt
COCCN1C(=O)CC[C@]2(C(=O)NCc3ccccc3Cl)CCCC[C@@H]12
 : 3% | -16% | i | -8 | -10% | -4% | 0%
CC(C)NC(=O)C[C@@H]1C[C@H]2O[C@H](CNCc3ccncc3F)[C@@H](O)[C@H]2O1
 : 10%[87.6 µM] | -2%[174 µM] | -9%[88.5 µM] | 16 | 4%[87.6 µM] | 1%[172 µM] | 3%[172 µM]
Cc1ccc2c(c1)N1C(=O)OC[C@@H]1CCN(C(=O)CN(C)C)C2
 : 8%[87.6 µM] | -2%[138 µM] | -6%[88.5 µM] | -10 | -2%[87.6 µM] | i | 1%[172 µM]
COc1cccc(CN2C(=O)CCCCC2C(=O)N2CCc3ccccc3C2)c1 (stereo unspecified)
 : 40%[activator] | -21% | i | 2 | -23% | ? | 1%
O=C([C@@H]1C[C@H](F)CN1C(=O)NCc1ccco1)N1CCCCC1
 : 1% | -12% | 0% | -8 | -3% | 0% | -4%
O=C(c1ccccc1C1CCNC1)N1CCN(C/C=C/c2ccccc2)CC1 (stereo unspecified)
 : -3% | ? | 0% | -10 | 2% | 0% | 1%
CCOCCCNC(=O)N1CCCCCC1c1nc(-c2ccncc2)no1 (stereo unspecified)
 : -10% | ? | i | 6 | -10% | ? | 0%
O=C1CC(c2noc(-c3cc(F)cc(F)c3)n2)CN1C1CCCCC1 (stereo unspecified)
 : -19% | -4% | -19% | 17 | 7% | -6% | 8%
CCOc1ccc(-c2nc(C(N)=O)c3c(n2)n(-c2ccc4c(c2)OCO4)c(=O)n3CC)cc1
 : 12% | nt | nt | -8 | 7% | nt | nt
COc1cccc(N2C(=O)NC(=NC3CCCC3)C23CCCN([S+](=O)([O-])c2ccccc2)C3)c1 (stereo unspecified)
 : 20% | -18% | 4% | -6 | 0% | 3% | nt
Cn1cnnc1CC1CCN(C(=O)CC2CCCCC2)C1 (stereo unspecified)
 : 6% | -2% | i | 1 | 4% | -5% | -14%

Other results.
Values run as follows: SNCA expr inh | 3T3 cytotox | GPT2 inhibitor | IP6K1 inh | SNCA viab count | HEK cytotox | FLuc inh
NC(=O)c1cc[nH]c1C1CCCN(C2CCOCC2)C1 (stereo unspecified)
 : 5% | -10% | i | 14 | -7%[12.5 µM] | 3% | 5%
O=C(Cc1c[nH]c2ncc(-c3ccccc3C(F)(F)F)cc12)N1CCOCC1
 : 5%[87.6 µM] | ? | -6%[88.5 µM] | -7 | -8%[87.6 µM] | ? | 5%[172 µM]
COc1ccc(Cn2c3c(c(=O)n2Cc2ccccc2)CCN(C(=O)c2scnc2C)C3)cc1
 : -11% | ? | i | 14 | -11% | 3% | -9%
Cc1cn2c(=O)cc(COc3ccc(NC(=O)c4ccc(C(C)(C)C)cc4)cc3)nc2s1
 : 28% | nt | nt | -9 | 5% | nt | nt
COc1ccc(OC)c(-c2ccc3ncn(-c4ccc(F)cc4F)c(=O)c3n2)c1
 : -3%[87.6 µM] | ? | -9%[88.5 µM] | -1 | 1%[87.6 µM] | ? | 1%[172 µM]
Cc1ccc(CNC(=O)c2ccc(N3CCCC3)c(NC(=O)Nc3ccc(C)cc3)c2)cc1
 : -9% | nt | nt | 2 | -3% | nt | nt
O=C(c1ccccc1Cl)N1CCC2(CC1)C(=O)NCN2Cc1ccc(Cl)cc1
 : -18% | i | i | -3 | 10% | 3% | 6%
C[C@@H](NC(=O)COc1ccccc1)c1c(-c2ccc(F)cc2)noc1C(=O)O
 : -7%[87.6 µM] | -4%[174 µM] | -19%[88.5 µM] | -14 | 6%[87.6 µM] | 0%[172 µM] | 6%[172 µM]
O=c1nc2c(-c3ccc(F)cc3Cl)n[nH]n2c2ccccc12
 : 11% | nt | nt | 17 | -3% | nt | nt
COc1cc(N2CCC(C(N)=O)CC2)ccc1Nc1nc(N)c(Cl)c(Nc2ccccc2S(=O)(=O)C(C)C)n1
 : ? | nt | 1.4µM* | nt | ? | nt | nt
COc1ccc(NC(=O)N2CCc3c(C(=O)Nc4ccccc4)cccc32)cc1
 : ? | ? | i | -9 | -8% | ? | ?
O=C(c1ccc2c(c1)ncn2CCO)N1CCCC(CCc2ccccc2F)C1 (stereo unspecified)
 : 11% | ? | -11%[11.5 µM] | 6 | 4% | ? | 6%
CN1C(=O)CC(C(=O)O)C12CCN(CCc1ccccn1)CC2 (stereo unspecified)
 : 5% | -5% | -5% | -1 | 7% | -16% | -2%
Cc1nn(-c2ccc(C(C)C)cc2)c(C)c1[C@@H]1C=C[C@@H](NCc2cccc(C#N)c2)C1
 : -24%[87.6 µM] | ? | -23%[88.5 µM] | 5 | ? | 25µM* | ?
